# Screening data as filed in PubChem BioAssay.
# PfHsp90 set2 = reduces growth (ATP signal) of yeast expressing P. falciparum Hsp90; 310,000 tested, 0.32% active; S. cerevisiae expressing PfHsp90, BacTiter-Glo ATP, 48 h; yeast lacking PDR1 and PDR3 efflux regulators; inhibition, % at 9.4 µM; AID 504621;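 active = every replicate shows inhibition above about 80%, whatever the replicate mean, limit read from the data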;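 also: 0% = DMSO neutral controls and 100% = 20 µM radicicol positive controls; yeast relying on Plasmodium falciparum Hsp90 in place of its own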
# Rtt109 HAT inh = inhibitors of Candida albicans Rtt109/Vps75 histone acetyltransferase; 330,000 tested, 0.16% active; purified Rtt109/Vps75, ThioGlo CoA-SH fluorescence, 4 h; Q5AAJ8; inhibition, % at 34.9 µM;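 active = inhibition of at least 50% in every replicate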
# SR-BI DiI inh = mouse SR-BI HDL lipid transfer inhibition | ldlA[mSR-BI] CHO cells, DiI-HDL uptake fluorescence, 3 h | inhibition, % at 12.5 µM | Q61009 | 320,000 tested, 0.96% active;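 active = mean replicate inhibition of at least 70% and a set share of replicates each scoring 70 or more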;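 also: 0% = median of neutral control wells and 100% = median of positive control wells; values of inactives mirror those of a sister screen read the other way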
# NSD2 HMT inh = blocks human histone methyltransferase NSD2; inhibition, % at 12.5 µM; 310,000 tested, 0.54% active; NSD2 peptide methylation, AlphaScreen, 120 min; O96028; AID 743445; in the data active = inhibition above about 50%
# Target sequence (O96028 whole entry, looked up): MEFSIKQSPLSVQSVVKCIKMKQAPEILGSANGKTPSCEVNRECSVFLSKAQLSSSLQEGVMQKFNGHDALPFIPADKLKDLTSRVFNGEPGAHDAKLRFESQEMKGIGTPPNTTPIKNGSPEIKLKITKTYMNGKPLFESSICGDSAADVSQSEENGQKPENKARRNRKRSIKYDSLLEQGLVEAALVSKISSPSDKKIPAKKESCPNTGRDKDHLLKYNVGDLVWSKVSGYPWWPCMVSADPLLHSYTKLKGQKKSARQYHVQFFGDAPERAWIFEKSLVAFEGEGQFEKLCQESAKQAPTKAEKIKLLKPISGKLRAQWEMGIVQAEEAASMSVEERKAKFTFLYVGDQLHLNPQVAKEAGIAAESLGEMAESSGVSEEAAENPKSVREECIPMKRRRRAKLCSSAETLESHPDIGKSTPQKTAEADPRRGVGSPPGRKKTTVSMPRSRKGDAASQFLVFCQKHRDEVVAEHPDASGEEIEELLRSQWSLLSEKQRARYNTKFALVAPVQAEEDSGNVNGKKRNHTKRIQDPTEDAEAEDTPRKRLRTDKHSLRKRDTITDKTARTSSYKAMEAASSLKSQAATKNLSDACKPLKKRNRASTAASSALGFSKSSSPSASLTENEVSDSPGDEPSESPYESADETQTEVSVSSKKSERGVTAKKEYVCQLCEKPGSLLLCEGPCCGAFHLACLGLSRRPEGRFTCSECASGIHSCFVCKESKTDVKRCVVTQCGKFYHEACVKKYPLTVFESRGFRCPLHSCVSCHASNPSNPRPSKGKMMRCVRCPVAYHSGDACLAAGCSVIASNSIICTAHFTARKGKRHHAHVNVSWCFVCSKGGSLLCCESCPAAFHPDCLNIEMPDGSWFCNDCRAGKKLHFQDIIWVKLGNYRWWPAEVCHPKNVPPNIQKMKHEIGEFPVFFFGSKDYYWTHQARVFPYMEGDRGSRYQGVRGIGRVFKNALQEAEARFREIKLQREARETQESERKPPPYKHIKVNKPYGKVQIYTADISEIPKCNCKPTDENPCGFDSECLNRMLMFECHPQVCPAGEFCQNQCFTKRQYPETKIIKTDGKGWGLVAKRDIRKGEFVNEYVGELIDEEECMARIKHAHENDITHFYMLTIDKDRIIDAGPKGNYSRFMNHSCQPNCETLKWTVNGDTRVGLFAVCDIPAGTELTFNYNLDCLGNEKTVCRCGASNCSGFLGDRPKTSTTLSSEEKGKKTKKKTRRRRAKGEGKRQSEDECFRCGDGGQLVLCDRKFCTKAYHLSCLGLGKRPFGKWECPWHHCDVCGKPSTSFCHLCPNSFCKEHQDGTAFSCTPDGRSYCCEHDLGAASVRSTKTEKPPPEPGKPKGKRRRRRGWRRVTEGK
# CAL PDZ FP-1 = CAL PDZ (human) peptide binding inhibition; Q9HD26; purified CAL PDZ, TMR-peptide fluorescence polarization, 1 h; inhibition, % at 24.9 µM; 300,000 tested, 0.92% active; AID 602252;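 active = mean inhibition of at least 30% with at least half of replicates also reaching 30%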;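 also: 0% = DMSO neutral control and 100% = excess unlabeled competitor peptide PRC23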
# MITF act = activators of MITF-driven TRPM1 promoter activity in SK-MEL-5 cells; SK-MEL-5 TRPM1-promoter luciferase, 24 h; % of positive control, neutral wells = 0; activation, % at 12.5 µM; 300,000 tested, 0.75% active;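 active = mean activation of at least 80% with every replicate also reaching 80%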;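 also: 0% = neutral control wells and 100% = parthenolide positive control wells; values of inactives mirror those of a sister screen read the other way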
# PvdQ acylase = P. aeruginosa PvdQ acylase inhibition | purified PvdQ acylase, fluorescence plate reader | inhibition, % at 10 µM | 340,000 tested, 0.063% active | AID 488965; in the data active = inhibition above about 30%, passing the limit was not always enough;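 also: 0% = vehicle neutral wells and 100% = reference inhibitor wells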
# SR-BI DiI-HDL act = activators of SR-BI mediated HDL lipid uptake. CHO ldlA[mSR-BI] cells, DiI-HDL uptake fluorescence, 3 h; 100 = double the neutral-control signal. activation, % at 12.5 µM. 320,000 tested, 0.096% active. AID 504775;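 active = mean replicate activation of at least 60% and every replicate at or above 60%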;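 also: 0% = median plate neutral-control signal and 100% = twice that signal; values of inactives mirror those of a sister screen read the other way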
#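 Material – SR-BI-overexpressing, LDLR-lacking CHO cells · Medium – BSA-supplemented, HEPES-buffered Ham's F12, pH 7.4 · Doses – single concentration · Times – compound with DiI-HDL co-incubation, 3 h at 37 °C · Measured by – bottom-read fluorescence, 550/595 nm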
# dFosB act = mouse delta FosB homodimer activation | P13346 | purified delta FosB, TAMRA-CDK5 oligo fluorescence polarization; percent of positive-control signal above neutral wells | activation, % at 25 µM | 340,000 tested, 0.99% active | AID 493131;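 active = mean activation above about 17%, with every replicate also reaching it, limit read from the data, passing the limit was not always enough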;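 also: fluorescence polarization rise as delta FosB binds a TAMRA Cdk5 AP-1 oligo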
# CAL PDZ FP-2 = inhibitors of human CAL PDZ peptide binding; Q9HD26; purified CAL PDZ, TMR-peptide fluorescence polarization, 1 h; inhibition, % at 20 µM; 330,000 tested, 0.02% active; AID 504414;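 active = highest replicate inhibition of at least 40%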;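 also: plate controls were DMSO neutral control wells for no effect and unlabeled competitor peptide control wells for full effect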
#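 Read-out basis: mP drop reported as inhibition | Assay system: Tagged CAL PDZ protein CerCALP, purified | Benchmarks: Unlabelled peptide for full inhibition, DMSO wells as neutral | Schedule: 1 h incubation at room temperature before polarization reading | Buffer or medium: Sodium phosphate/NaCl buffer pH 7.4 with TCEP, IgG, Thesit | Doses: Single point, 20 µM | Measured by: Fluorescence polarization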
# An asterisk follows results filed as active; / = no result given.
SMILES,PfHsp90 set2,Rtt109 HAT inh,SR-BI DiI inh,NSD2 HMT inh,CAL PDZ FP-1,MITF act,PvdQ acylase,SR-BI DiI-HDL act,dFosB act,CAL PDZ FP-2
CC(Sc1nc2ccccc2[nH]1)C(=O)O (configuration not stated),-1,0,-6,5,0,11,1,6,-1,-0.1
O=C(CSc1nccc(-c2cccs2)n1)Nc1ccc(F)c(Cl)c1,3,-7,-17,-1,-2,/,6,17,1,-0.9
COC(=O)c1ccc(NS(=O)(=O)c2ccc3c(c2)n(C)c(=O)n3C)cc1,11,-2,7,/,2,-14,-7,-7,2,1.2
CC(NC(=O)Cn1nc(C(=O)O)c2ccccc2c1=O)c1ccccc1 (configuration not stated),-2,22,18,1,-1,-2,0,-18,1,-1.0
Oc1c(CN2CCCCC2)cc(Br)c2cccnc12,104*,5,-19,-2,3,-78,2,19,-19,-2.2
CCC1Oc2ccc(C)cc2N(CC(=O)NCCc2ccc(OC)c(OC)c2)C1=O (configuration not stated),-4,5,-2,/,-2,-9,6,2,-7,-0.7
C[C@@H]1CN([C@@H](C)CO)C(=O)Cc2cc(NS(=O)(=O)c3ccccc3)ccc2O[C@H]1CN(C)Cc1ccncc1,-27,-1,-17,/,5,2,-14,17,-6,-1.6
COc1ccccc1OCC(=O)N1CCN(C(=O)c2ccco2)CC1,1,5,-8,6,5,1,-5,8,-3,-0.3
Cc1nnc(SCC(=O)Nc2nonc2C)s1,-113,12,-12,-6,0,-6,6,12,-1,-2.0
COCCNC(=O)c1ccc2nc(Cc3ccc(OC)c(OC)c3)oc2c1,-4,0,-4,1,0,/,-15,4,7,-0.8
COC(=O)C(C)NC(=O)CNS(=O)(=O)c1ccc(F)cc1 (configuration not stated),18,1,-10,-1,1,0,4,10,-4,0.1
C/C=C/C(=O)N1c2ccc(C)cc2C(C)=CC1(C)C,12,3,/,19,5,-1,-4,/,-4,-0.3
Cc1c(Br)cnn1C(C)C(=O)N1CCN(c2ccc(F)cc2)CC1 (configuration not stated),/,7,-12,13,5,5,1,12,-2,0.7
O=C(O)c1ccccc1NS(=O)(=O)c1ccc(NN=Cc2ccccc2F)c([N+](=O)[O-])c1,-19,17,-2,3,-3,-2,16,2,-13,-0.3
CS(=O)(=O)Nc1ccc(-c2cn3c(n2)SCC3)cc1,-3,0,-24,6,/,20,-15,24,2,-0.6
O=C(Nc1cccc([N+](=O)[O-])c1)c1ccc2snnc2c1,-2,-4,14,2,-1,6,-8,-14,7,-0.1
CCn1c(CC(=O)Nc2ccc(Cl)c(Cl)c2)nnc1SCc1ccc(C)cc1,3,2,15,-1,0,3,-12,-15,1,0.5
COc1ccccc1N1CCN(C(CNS(=O)(=O)c2ccccc2)c2cccnc2)CC1 (configuration not stated),-12,-7,-8,/,-8,5,-12,8,-2,-3.5
O=C(Nc1cc(S(=O)(=O)Nc2ccc(Cl)cc2)ccc1N1CCCCC1)c1ccc(F)cc1,18,-4,51,0,-1,13,-8,-51,-9,-2.3
CCC(C(=O)Nc1nc(C)c(C)s1)c1ccccc1 (configuration not stated),-14,3,6,3,-1,/,-10,-6,1,-1.7
O=C(Nc1nnc(C2=COCCO2)o1)c1cccc(F)c1,28,-1,-10,22,-3,-12,0,10,-12,-2.3
CS(=O)(=O)N1CCC(C(=O)NCc2ccc(F)cc2Cl)CC1,/,0,-16,/,-1,-3,8,16,-3,-0.5
CC(C)CCn1c(SCC(=O)NC2CCS(=O)(=O)C2)nc2cc(Cl)ccc2c1=O (configuration not stated),/,-5,-2,30,-3,4,3,2,4,-2.6
COc1cccc(OC)c1C(=O)Nc1ccc2nc(C)c(C)nc2c1,-5,1,7,-3,-2,10,-20,-7,5,-1.2
Cc1cc([N+](=O)[O-])ccc1NC(=O)c1sc2ncn(CC(=O)N3CCOCC3)c(=O)c2c1C,-12,18,11,8,10,4,-1,-11,-1,-0.4

# 3 compounds already listed, sorted by length of the SMILES, lowest first:
SMILES,PfHsp90 set2,Rtt109 HAT inh,SR-BI DiI inh,NSD2 HMT inh,CAL PDZ FP-1,MITF act,PvdQ acylase,SR-BI DiI-HDL act,dFosB act,CAL PDZ FP-2
Cc1nnc(SCC(=O)Nc2nonc2C)s1,-113,12,-12,-6,0,-6,6,12,-1,-2.0
COCCNC(=O)c1ccc2nc(Cc3ccc(OC)c(OC)c3)oc2c1,-4,0,-4,1,0,/,-15,4,7,-0.8
CCC1Oc2ccc(C)cc2N(CC(=O)NCCc2ccc(OC)c(OC)c2)C1=O (configuration not stated),-4,5,-2,/,-2,-9,6,2,-7,-0.7

# The list goes on:
SMILES,PfHsp90 set2,Rtt109 HAT inh,SR-BI DiI inh,NSD2 HMT inh,CAL PDZ FP-1,MITF act,PvdQ acylase,SR-BI DiI-HDL act,dFosB act,CAL PDZ FP-2
Cc1ccc(-n2c(-c3ccccc3)c[nH]c2=S)cc1,3,15,13,1,1,-12,-12,-13,0,-0.3
Cc1cccc(C)c1NC(=O)COC(=O)CN1C(=O)C2CCCCC2C1=O (configuration not stated),-24,3,8,-2,19,/,-4,-8,1,1.1
COc1ccc(CC(NC(C)=O)C(=O)N2CCN(C(=O)Nc3cccc(Cl)c3)CC2)cc1OC (configuration not stated),5,0,-30,0,-2,-5,-19,30,-7,/
CN(C)S(=O)(=O)c1ccc(N2CCCC2=O)c([N+](=O)[O-])c1,4,-10,-4,0,3,4,29,4,-3,0.7
Cc1nc(Sc2ccccc2)c(C#N)cc1-c1ccccc1,/,-3,-3,0,-2,23,-8,3,-11,0.5
O=C(c1ccccc1)N1CCN(C(=O)c2nn3c(C(F)(F)F)cc(-c4ccco4)nc3c2Br)CC1,-7,21,19,21,-3,-8,-9,-19,-19,0.0
CC(=O)N/C(=C\c1ccccc1)C(=O)OCC(=O)NC(C)C12CC3CC(CC(C3)C1)C2 (configuration not stated),-17,15,30,19,-1,1,-5,-30,-8,-0.6
O=C1c2ccccc2C(=O)N1Nc1ccccc1,-27,-7,-22,-1,0,-2,-14,22,5,0.0
CCOC(=O)N1CCN=C1SCc1ccc(C(F)(F)F)cc1,/,3,-20,14,-3,16,-2,20,-6,-1.6
CC1CN(C(=O)Nc2cccc(C(F)(F)F)c2)CC(C)O1 (configuration not stated),-26,4,-9,0,-4,9,14,9,3,/
O=C(c1cc2ccccc2oc1=O)N1CCN(Cc2ccc3c(c2)OCO3)CC1,30,6,30,11,0,11,-10,-30,-8,-0.5
CC1(C)Cc2nc3oc4c(NCc5ccccc5)ncnc4c3cc2CO1,36,-2,2,-7,-5,2,-4,12,-15,0.5
S=C1NCN(Cc2ccccc2)CN1C1CCCCC1,-28,5,-21,1,2,6,-14,21,2,-1.1
O=C(COC(=O)CCCOc1ccccc1)NNC(=O)c1ccc([N+](=O)[O-])cc1,-7,-4,-34,4,/,-1,-7,/,-3,-0.6
COCCNC(=O)C(C)OC(=O)c1cc2sccc2n1C (configuration not stated),/,-5,-12,5,-3,/,-10,12,5,-5.2
CCN(CC)CCOc1nnc(-c2ccc(C)cc2)c2ccccc12,-3,2,24,16,/,3,-9,-24,-8,0.6
Cc1cc(C)n(CC(=O)N2CCCC(N3CCN(c4ccc(F)cc4)CC3)C2)n1 (configuration not stated),0,7,16,-1,-2,8,9,-16,0,1.2
Cc1ccc(S(=O)(=O)N2CCN(C(=O)COC(=O)CCOc3cc(C)ccc3C)CC2)cc1,-7,5,4,-2,-3,-2,8,-4,-12,-3.9
CNC(=O)c1cn2c3c(ccc(Cl)c3c1=O)OC(C)C2 (configuration not stated),-8,-6,/,4,-2,-11,-9,/,-8,0.0
CCn1c(=S)[nH]c2sc3c(c2c1=O)CCCC3,-44,-6,-11,2,/,-10,-2,11,2,-1.0
Cc1ccc(OCC(=O)N2CCC(C)CC2)c([N+](=O)[O-])n1,8,-1,-17,-3,1,-12,-11,17,-2,-0.4
O=C1CN(c2nc3ccccc3n3cnnc23)CC(=O)N1CCc1ccccc1,20,11,-11,/,/,/,-18,10,-2,-1.2
COc1ccc(/C=N/NC(=O)Cn2c(Cc3ccc(OC)c(OC)c3)nc3ccccc32)cc1OC,-12,5,63,0,-1,9,-5,-63,-6,-2.2
COCCN(CCOC)C(=O)CSc1ccc(S(=O)(=O)N2CCN(C)CC2)cn1,/,1,1,2,-2,-1,-12,-1,3,0.1
COc1ccc(S(=O)(=O)N/N=C(/C)c2ccc(C)o2)cc1,-14,7,1,2,-2,/,-12,-1,-3,0.1

# Going on with the list.
SMILES,PfHsp90 set2,Rtt109 HAT inh,SR-BI DiI inh,NSD2 HMT inh,CAL PDZ FP-1,MITF act,PvdQ acylase,SR-BI DiI-HDL act,dFosB act,CAL PDZ FP-2
CCCN1C(=O)c2ccccc2NC1c1ccc(Cl)c(Cl)c1 (configuration not stated),1,1,-13,-7,-5,-5,6,13,-6,-0.1
O=C1Cc2cc(NS(=O)(=O)c3ccc([N+](=O)[O-])cc3)cc3c2N1CCC3,1,-4,0,13,-5,-7,2,0,3,-0.8
O=C(CN1CCN(Cc2ccccc2)CC1)NCc1ccccc1Cl,9,6,-9,/,0,-20,-2,9,-5,-1.7
CC(C)(C)C(=O)CNS(=O)(=O)c1ccc(S(=O)(=O)NC2CCCC2)cc1,/,-8,-8,-2,-5,3,1,8,-6,-2.6
O=[N+]([O-])c1cccc(S(=O)(=O)/N=C(/Nc2ccccc2)c2ccccc2)c1,-11,-3,21,0,-4,-6,-8,-21,-3,-1.2
O=C(/C=C/c1ccccc1)c1ccc(NC2=NCCCS2)cc1,12,-3,-12,7,-3,32,-11,12,4,-1.0
O=C(Cn1nc(C(F)(F)F)c2c1CCCCC2)N1CCOCC1,31,1,-15,-1,-7,/,-12,15,-2,0.0
COc1ccccc1NS(=O)(=O)c1cccc(C(=O)N/N=C/c2ccc3c(c2)OCCO3)c1,-19,-1,29,0,-3,10,-11,-29,-9,-3.1
CCN(CC)S(=O)(=O)c1ccc(=O)n(CC(=O)N2CCCc3cc(C)ccc32)c1,5,1,-5,0,2,-4,-18,5,-8,-1.5
O=C(c1ccco1)N1CCN(c2c([N+](=O)[O-])nn(-c3ccc(Cl)cc3)[n+]2[O-])CC1,-3,1,/,1,4,-3,2,/,1,-2.6
COC(=O)c1ccc(COc2ccccc2/C=C(\C#N)C(=O)Nc2ccc(C)cc2C)cc1,-2,3,12,-1,-4,14,-12,-12,-9,-2.1
CSc1nnc(NC(=O)c2ccc(C)c(S(=O)(=O)N3CCOCC3)c2)s1,-26,11,0,0,0,11,-5,0,5,-0.7
O=C(CCc1ccccc1)NNC(=O)COc1ccc(Br)cc1,-16,7,0,0,1,7,-10,0,7,0.3
CCOC(=O)C(NC(=O)c1ccc(OC)cc1)(OCC1(CC)COC1)C(F)(F)F (configuration not stated),7,-4,-5,-1,-8,0,-16,5,-3,0.3
COc1ccc(-c2csc(NC(=O)CN3C(=O)CCC3=O)n2)cc1,-9,1,16,-2,/,-7,-6,-16,-10,-2.7
